# CCT chaperon mod: modulators of cytosolic chaperonin (CCT/TRiC) activity; purified chaperonin ATPase assay, HTRF ADP detection, 30 min; activity change, % (concentration not given with the values), hits read low; 360,000 tested, 0.3% active; AID 651819; in the data active means activity change below about -30%; further: on the % scale 0 is the no-effect control and ±100 the full control effect
#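 TRiC at 40 or 20 nM final (batch-dependent) in 30 mM Tris pH 7.4, 100 mM KCl, 5 mM MgCl2, 1 mM DTT, with compound at single 76 uM and 10 uM ATP, 30 min at 37 deg C. ADP detected by HTRF Transcreener, 665/615 ratio.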
# EPAC1 ag: EPAC1 (human) agonism | O95398 | EPAC1 agonist qHTS, biochemical assay; response scale: 100% = response to 6.5 mM cAMP | 360,000 tested, 0.073% active | Potency, µM (top dose mostly 154 µM), for the others: top-dose activation, usual class: activators; further: potency means the concentration at half of the fitted maximal effect; nearly all actives have a fitted effect of over 60% in size
#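 Normalized to 6.5 mM cAMP, activity reflects EPAC1-catalysed release of BODIPY-GDP from Rap1B, followed kinetically over 30 min at 480 nm excitation, 540 nm emission. Reaction contained 100 nM EPAC1, 250 nM Rap1B-BODIPY-GDP, 50 uM GDP.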
# EPAC1 antag: antagonists of human EPAC1 | O95398 | EPAC1 GEF assay, Rap1b-BODIPY-GDP exchange fluorescence | Potency, µM (top dose mostly 115 µM), inactives show top-dose activity change, negative = inhibition, usual class: inhibitors | 360,000 tested, 0.14% active | AID 720709;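 further: potency means the concentration at half of the fitted maximal effect; plate controls were vehicle for no effect and positive control for full effect; nearly all actives have a fitted effect of over 50% in size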
# EPAC2 ag: activates human EPAC2 exchange factor; Q8WZA2; EPAC2 activation, biochemical qHTS; response scale: 100% = 6.5 mM cAMP response; Potency, µM (titrated, usually from 154 µM), inactives show at the top dose activation, usual class: activators; 360,000 tested, 0.079% active; further: potency means the concentration at half of the fitted maximal effect; nearly all actives have a fitted effect of over 50% in size
# Target sequence (Q8WZA2 whole entry, looked up): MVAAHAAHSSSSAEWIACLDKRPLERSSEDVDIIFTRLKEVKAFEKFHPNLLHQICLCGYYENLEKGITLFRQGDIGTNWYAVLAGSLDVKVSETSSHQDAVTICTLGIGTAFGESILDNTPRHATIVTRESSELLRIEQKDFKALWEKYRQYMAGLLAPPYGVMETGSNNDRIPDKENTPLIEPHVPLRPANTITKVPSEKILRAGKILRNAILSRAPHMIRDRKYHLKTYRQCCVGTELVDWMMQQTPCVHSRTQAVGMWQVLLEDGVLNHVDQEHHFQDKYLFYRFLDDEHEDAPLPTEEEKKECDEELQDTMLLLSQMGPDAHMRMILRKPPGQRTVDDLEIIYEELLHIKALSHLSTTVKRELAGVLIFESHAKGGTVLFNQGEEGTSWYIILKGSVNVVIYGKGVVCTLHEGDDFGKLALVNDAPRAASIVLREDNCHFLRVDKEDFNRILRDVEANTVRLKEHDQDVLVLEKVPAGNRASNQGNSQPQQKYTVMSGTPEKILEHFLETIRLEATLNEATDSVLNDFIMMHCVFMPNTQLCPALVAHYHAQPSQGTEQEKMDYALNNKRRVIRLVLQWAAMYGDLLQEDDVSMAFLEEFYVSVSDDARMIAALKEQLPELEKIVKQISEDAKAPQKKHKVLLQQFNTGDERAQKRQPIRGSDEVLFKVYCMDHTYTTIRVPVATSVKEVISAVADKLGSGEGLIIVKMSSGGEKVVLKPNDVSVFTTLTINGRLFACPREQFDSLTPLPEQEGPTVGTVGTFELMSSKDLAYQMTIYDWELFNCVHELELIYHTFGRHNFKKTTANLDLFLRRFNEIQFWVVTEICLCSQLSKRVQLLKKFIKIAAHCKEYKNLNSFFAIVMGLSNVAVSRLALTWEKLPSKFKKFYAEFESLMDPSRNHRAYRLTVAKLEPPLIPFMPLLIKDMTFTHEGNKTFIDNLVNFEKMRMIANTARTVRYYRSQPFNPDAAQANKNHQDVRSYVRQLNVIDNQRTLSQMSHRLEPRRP
#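 Compounds were added across a concentration range to EPAC2 (100 nM), RAP1B-BODIPY-GDP (250 nM) and GDP (50 uM). After 5 min at room temperature, fluorescence was recorded at 5-min intervals for 30 min.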
# PLK1 PBD block: inhibitors of human PLK1 polo-box domain binding | P53350 | Plk1 PBD binding of FITC phosphopeptide, fluorescence polarization | Potency, µM, inactives show max response, negative = inhibition, actives largely listed as inhibitors | 360,000 tested, 2.8% active; further: potency means the concentration at half of the fitted maximal effect; series mostly up to about 57 µM; on the % scale 0 is the no-effect control and ±100 the full control effect; nearly all actives have a fitted effect of over 65% in size
# WRN inhibitor: blocks human WRN helicase; Q14191; WRN helicase unwinding, fluorescent forked duplex, kinetic; Potency, µM (series often up to 114 µM), for inactives: top-dose activity change, negative = inhibition, usual class: inhibitors; 360,000 tested, 0.46% active; further: potency means the concentration at half of the fitted maximal effect; on the % scale 0 is the no-effect control and ±100 the full control effect; nearly all actives have a fitted effect of over 55% in size
#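 Kinetic red-fluorescence monitoring (525/598 nm) tracks WRN helicase activity after 100 nM fluorophore-quencher forked duplex and 2 mM ATP are added to 20 nM enzyme pretreated 15 min at room temperature with compound.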
# PI5P4K alpha inh: blocks human PI5P4K alpha kinase activity. P48426. PI5P4Kalpha enzyme, ADP-Glo luminescence, 60 min; hits give low values. max response, %. 330,000 tested, 1.2% active. AID 652105; active means max response of -50% or lower; inconclusive means between -30% and -50%; inactive means -30% or higher; further: value at the top dose of about 77 µM; on the % scale 0 is the no-effect control and ±100 the full control effect
#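 Enzyme plus substrate dispensed, test compounds pinned in, then ATP (5 microM final) added. After 60 min at RT, ADP-Glo reagent 1 for 45 min and reagent 2 for 30 min preceded luminescence imaging.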
# IL2 activator: activators of IL-2 | IL-2 activation reporter assay, cell-based qHTS; stimulated with anti-CD3/CD4/CD28 beads; in transgenic mouse T cells | 360,000 tested, 0.065% active | activation, % (series mostly up to about 46 µM) | AID 652025; in the data active means activation above about 50%; inconclusive means mostly about 30% to 49%; further: 0% is about no effect
#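 Unstimulated transgenic mouse T cells, 750 per well, received compound and, after 60 minutes, anti-CD3/anti-CD4 bead plus anti-CD28 stimulation. EGFP and DsRed were quantified after 18 hours.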
# * marks the source's active call; other numbers are inactive results; ? = inconclusive; / = not tested or not shown; [ ] = dose if it differs, or a comment. Unless noted, the call rests on the fitted dose curve; in most records, active means well fitted curve in the direction sought with a large enough effect; inconclusive means small, poorly fitted or top-dose-only effect, or another doubt; inactive means no such curve, though single readings can be large; an effect the other way counts as inactive or inconclusive. Not all compounds are listed. The share of hits here may be higher or lower than overall.
SMILES	CCT chaperon mod	EPAC1 ag	EPAC1 antag	EPAC2 ag	PLK1 PBD block	WRN inhibitor	PI5P4K alpha inh	IL2 activator
NC(=O)CC(NC(=O)Cc1ccc(Cl)cc1)c1ccc(NC2CCCCC2)c([N+](=O)[O-])c1 (stereo not drawn)	1.7	-15%	4%	-13%	4%	4%	2	-0.1
O=C(c1ccccc1)c1ccc(OCC(O)CN2CCOCC2)cc1 (stereo not drawn)	0.1	1%	5%	2%	-16%	2%	-3	-2.1
Cc1ccc(NCc2ccc([N+](=O)[O-])s2)cc1	-1.2	3%	-7%	8%	4%	-10%	-6	-1.2
Cc1ccc(CNC(=O)c2c(-c3ccccc3Cl)noc2C)cc1	-3.8	1%	-5%	9%	2%	-5%	3	0.4
CC1(C(=O)NS(=O)(=O)Cc2ccccc2)CCN1C(=O)Cc1ccccc1Cl (stereo not drawn)	-0.1	-1%	-17%	8%	-17%	7%[57.1 µM]	-2	0.3
C=CCn1c(N)c(C(=O)Nc2cccc(C)c2)c2nc3ccccc3nc21	1.1	14%	-4%	15%	-5%	-14%	/	-1.1
CCCCN(C(=O)CSc1nnc(-c2ccc(OC)cc2)n1C(C)C)c1c(N)n(Cc2ccccc2)c(=O)[nH]c1=O	-0.4	-14%	-22%	-11%	2%	1%	-2	-3.5
CCN(CC)C(=O)[C@H]1CC(CC(=O)NCCc2ccccn2)C(=O)N2CCc3c([nH]c4ccccc34)[C@]12C (stereo partly drawn)	-2.2	-1%	-4%	6%	-20%	1%	-9	-0.1
COC(=O)Nc1ccc(SCC(=O)c2cccc([N+](=O)[O-])c2)cc1	-1.9	-8%	10%	10%	13µM*	21%	1	-0.5
CCOC(=O)N1CCN(CC(O)COCCC23CC4CC(CC(C4)C2)C3)CC1 (stereo not drawn)	1.2	-5%	4%	5%	-2%	0%	-2	-2.0
CC(C)(C)c1[nH]nc2c1C(c1ccsc1)C(C#N)=C(N)O2 (stereo not drawn)	-0.3	5%	-10%	2%	-3%	-8%	?	1.8
CS(=O)(=O)N1CCN(c2ccc(NC(=O)c3ccccc3)cc2)CC1	-2.2	-2%	7%	5%	7%	7%	1	3.0
Fc1ccc(Nc2nnc(C(F)(F)F)s2)cc1	-3.2	-3%	0%	-1%	7%	-3%	1	-4.3
Cc1cc2ncn(CCC(=O)NC3CCCC3)c2cc1C	-0.3	1%	0%	10%	-17%	5%	-5	-0.3
COCC(C)n1c(SCC(=O)N2CCc3ccccc3C2)nc2ccccc2c1=O (stereo not drawn)	-9.0	4%	-12%	19%	-13%	11%	-10	-6.7

SMILES	CCT chaperon mod	EPAC1 ag	EPAC1 antag	EPAC2 ag	PLK1 PBD block	WRN inhibitor	PI5P4K alpha inh	IL2 activator
OCC(O)CNC(=S)NC1CCCCC1 (stereo not drawn)	1.8	-6%	-15%	2%	-9%	-11%	-8	3.0
CCn1c(O)c(N=NC(=O)c2ccc(CSc3nncn3C)cc2)c2ccccc21	-2.2	-2%	3%	9%	-18%	-19%	-14	0.2
Cc1ccc(-c2cccc(CN3CCN(C(C)C)C(CCO)C3)c2)o1 (stereo not drawn)	-3.1	12%	12%	5%	-4%	-6%	-4	1.1
COc1cc(C(=O)NC(C)C2CC3CCC2C3)ccc1OC(F)F (stereo not drawn)	-4.9	11%	-23%	14%	-10%	-3%	0	-4.0
O=c1[nH]cnc2sc3c(c12)CCCCC3	1.1	8%	5%	4%	-6%	-3%	-10	0.8
COc1ccc(-c2nc3ncccc3n2O)cc1	0.7	2%	2%	1%	-7%	7%	3	-2.0
Cc1ccc(C2(C)NC(=O)N(CC(=O)NC(=O)NCCC(C)C)C2=O)cc1 (stereo not drawn)	-3.7	4%	-3%	-6%	-10%	-7%	/	0.5
CC(=O)N1CCc2cc(Br)cc(S(=O)(=O)CCC(=O)Nc3c(C)n(C)n(-c4ccccc4)c3=O)c21	-3.2	5%	-1%	3%	?	2%	-6	0.5
CCn1nnc(NC(=O)Cc2ccc(Cl)cc2)n1	-2.5	13%	10%	7%	-5%	-9%	3	1.5
CN(Cc1ccccc1)c1ccc2nnc(-c3ccccc3)n2n1	0.0	0%	-9%	7%	-4%	-4%	9	1.3
O=C(CCC(=O)N1CCOc2ccccc21)NC1CCN(Cc2ccccc2)CC1	1.2	-2%	15%	16%	-6%	-6%	2	-1.6
Cc1ccc(C(=O)NCCc2nnc3ccc(SCC(=O)NCc4ccc(F)cc4)nn23)cc1	-2.1	-7%	7%	-2%	-1%	-6%	1	11
COc1ccnc(Oc2ccc(F)cc2)c1C(=O)N/C=N/OCc1ccc(Cl)cc1Cl	-2.4	25%	-22%	11%	-10%	-18%[57.1 µM]	/	-1.4
COc1cccc(C(=O)NC(=S)Nc2ccccc2N2CCCC2)c1	-0.1	0%	-14%	5%	?	-11%	11	-3.2
Cc1sc(NC(=O)C2CCCCC2C(=O)O)c(C(N)=O)c1-c1ccc(C(C)C)cc1 (stereo not drawn)	-4.5	2%	-15%	3%	-21%	1%	-15	1.3

# Given with two lines to a compound: part of the list above.
# Screens in order: CCT chaperon mod | EPAC1 ag | EPAC1 antag | EPAC2 ag | PLK1 PBD block | WRN inhibitor | PI5P4K alpha inh | IL2 activator
> Cc1ccc(-c2cccc(CN3CCN(C(C)C)C(CCO)C3)c2)o1 (stereo not drawn)
→ -3.1 | 12% | 12% | 5% | -4% | -6% | -4 | 1.1
> COc1cc(C(=O)NC(C)C2CC3CCC2C3)ccc1OC(F)F (stereo not drawn)
→ -4.9 | 11% | -23% | 14% | -10% | -3% | 0 | -4.0
> O=c1[nH]cnc2sc3c(c12)CCCCC3
→ 1.1 | 8% | 5% | 4% | -6% | -3% | -10 | 0.8
> COc1ccc(-c2nc3ncccc3n2O)cc1
→ 0.7 | 2% | 2% | 1% | -7% | 7% | 3 | -2.0
> Cc1ccc(C2(C)NC(=O)N(CC(=O)NC(=O)NCCC(C)C)C2=O)cc1 (stereo not drawn)
→ -3.7 | 4% | -3% | -6% | -10% | -7% | / | 0.5
> CC(=O)N1CCc2cc(Br)cc(S(=O)(=O)CCC(=O)Nc3c(C)n(C)n(-c4ccccc4)c3=O)c21
→ -3.2 | 5% | -1% | 3% | ? | 2% | -6 | 0.5
> CCn1nnc(NC(=O)Cc2ccc(Cl)cc2)n1
→ -2.5 | 13% | 10% | 7% | -5% | -9% | 3 | 1.5
> CN(Cc1ccccc1)c1ccc2nnc(-c3ccccc3)n2n1
→ 0.0 | 0% | -9% | 7% | -4% | -4% | 9 | 1.3
> O=C(CCC(=O)N1CCOc2ccccc21)NC1CCN(Cc2ccccc2)CC1
→ 1.2 | -2% | 15% | 16% | -6% | -6% | 2 | -1.6
> Cc1ccc(C(=O)NCCc2nnc3ccc(SCC(=O)NCc4ccc(F)cc4)nn23)cc1
→ -2.1 | -7% | 7% | -2% | -1% | -6% | 1 | 11
> COc1ccnc(Oc2ccc(F)cc2)c1C(=O)N/C=N/OCc1ccc(Cl)cc1Cl
→ -2.4 | 25% | -22% | 11% | -10% | -18%[57.1 µM] | / | -1.4
> COc1cccc(C(=O)NC(=S)Nc2ccccc2N2CCCC2)c1
→ -0.1 | 0% | -14% | 5% | ? | -11% | 11 | -3.2
> Cc1sc(NC(=O)C2CCCCC2C(=O)O)c(C(N)=O)c1-c1ccc(C(C)C)cc1 (stereo not drawn)
→ -4.5 | 2% | -15% | 3% | -21% | 1% | -15 | 1.3

# Following part
SMILES	CCT chaperon mod	EPAC1 ag	EPAC1 antag	EPAC2 ag	PLK1 PBD block	WRN inhibitor	PI5P4K alpha inh	IL2 activator
Cc1ccc(S(=O)(=O)CNC(=S)c2cccc(C)c2)cc1	-0.1	0%	-1%	-5%	?	3%	/	-1.5
Fc1cccc(COc2ccccc2CNc2ccccc2)c1	-4.4	?	-13%	13%	-7%	?	-3	-1.9
Cn1c(=O)c2c(nc(NCc3ccc4c(c3)OCO4)n2Cc2ccc(F)cc2)n(C)c1=O	-0.8	1%	-12%	11%	-1%	-3%	0	-0.8
COc1ccc(N2CCN(S(=O)(=O)c3cnc[nH]3)CC2)cc1	-0.9	4%	27%	15%	-15%	-4%	2	0.9
Cc1cccc(C(C#N)c2nc3ccccc3nc2C(F)(F)F)c1 (stereo not drawn)	-3.4	-3%	-5%	-1%	-7%	-29%	-8	-5.0
Cc1ccc(NC(=O)COC(=O)CSC(=S)N2CCOCC2)cc1C	-3.1	-3%	?	10%	-12%	6%	1	0.0
CCOc1ccc(CCNC(=O)CN2C(=O)NC3(CCCC3)C2=O)cc1OCC	-2.8	2%	13%	10%	-5%	9%	-4	-1.7
OC1CCCN(c2c3c(nc4cc(-c5cccc(Cl)c5)nn24)CCC3)C1 (stereo not drawn)	-1.4	15%	8%	9%	-12%	-3%	/	0.7
CCN(CC)C(=O)C1=C(C)N(Cc2ccc(F)cc2)C(=O)C(CC(=O)NC2CCCC2)C1 (stereo not drawn)	-0.3	-8%	-18%	-11%	4%	1%	6	0.0
Nc1nc2c(s1)CC(c1ccccc1)CC2 (stereo not drawn)	-2.9	4%	-18%	10%	?	1%	1	-1.6
Cc1ccc(-c2csc3ncn(CC(=O)O)c(=O)c23)cc1C	-0.9	0%	-3%	10%	-3%	10%	-5	0.4
CCOc1ccc2oc(C(=O)N(C)CC(=O)Nc3ccc(OCC)c(OCC)c3)c(C)c2c1	-0.7	56µM*	-11%	-1%	2%	3%	-4	-0.7
O=C(c1ccc(N2CCN(C(=O)c3cccc(F)c3)CC2)cc1)c1cccc(F)c1	2.3	3%	16%	9%	-3%	4%	2	-5.0
C=CCOCC(O)CS(=O)(=O)Cc1ccc(Cl)cc1 (stereo not drawn)	-1.7	3%	-9%	8%	-6%	2%	7	-0.2
COc1cc(OC)cc(Oc2ccc(S(=O)(=O)N3CCCCC3)cc2[N+](=O)[O-])c1	-1.7	15%	-5%	13%	3%	-7%	7	-3.5
COc1ccc(S(=O)(=O)Nc2cccc(S(=O)(=O)N3CCCC3)c2)cc1OC	0.2	-4%	6%	2%	-1%	-3%	4	1.8
CC(Cc1ccccc1)=NNc1ccc([N+](=O)[O-])cc1[N+](=O)[O-]	-15	9%	5%	-2%	2%	4%	3	-0.2
C=C(C)C1Cc2c(C)nn(-c3ccccc3)c2C1 (stereo not drawn)	0.2	-5%	14%	13%	-1%	4%	-2	1.1

# Screening data from PubChem.
